OXTR potentiator = human OXTR potentiators, primary screen, fluorescence, CHO-OTR cells, Fluo-8 calcium; Oxytocin receptor (Homo sapiens), P30559; Fluo-8 calcium fluorescence, potentiator mode; 0% = oxytocin EC15, 100% = EC100; activation, % at 3 µM; 320,000 compounds, 0.061% hits; AID 2445, 2010;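 active = activation above that plate's cutoff, the mean activation of tested compounds plus 3 SD, cut at about 6.6% in these data, passing the limit was not always enough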;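 note: 100% uses oxytocin at 75 nM as the full agonist control; some results filed as inactive read as strong as hits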
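Assay system: CHO-OTR cells, human receptor / Also added: oxytocin at about EC15, sub-maximal agonist stimulus / Dosing: single dose, 3.0 µM nominal final compound concentration / Incubation: 6 min pre-incubation, 100 s read / Technique: Fluo-8 calcium dye fluorescence / Read-out: % activation vs EC15 and EC100 oxytocin / Benchmarks: EC15 oxytocin low, 75 nM oxytocin high / Replicates: singlicate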
OXTR ag = human OXTR agonists, primary screen, fluorescence, CHO-OTR cells, Fluo-8 calcium | Oxytocin receptor (Homo sapiens), P30559 | Fluo-8 calcium fluorescence; normalized: DMSO 0%, oxytocin 100% | activation, % at 3 µM | 320,000 compounds, 0.32% hits;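 active = activation above the mean of all tested compounds plus 3 SD, cutoff set per screening run, cut at about 20% in these data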;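 note: peak over basal fluorescence ratio from a 100 s FLIPR kinetic read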
CHO-K1 Ca antag = M1 antagonist counterscreen hit in parental CHO-K1 cells; ATP-induced calcium, Fluo-8 fluorescence; inhibition, % at 3 µM; 360,000 compounds, 0.6% hits;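 active = inhibition above a per-plate cutoff, the plate's mean sample inhibition plus 3 SD, cut at about 24% in these data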;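 note: 0% = DMSO plus EC80 ATP and 100% = DMSO alone without ATP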
M1 PAM parental = nonselective calcium activators in parental CHO-K1 cells, primary screen, counter-screen for M1 PAM project, cell-based, Fluo-8 calcium fluorescence, full deck, 1536-well. ATP EC20; 0% at ATP EC20, 100% at ATP max. activation, % at 3 µM. 360,000 compounds, 0.02% hits. AID 602247, 2012;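 active = activation above the run cutoff, the mean activation of all test compounds plus 3 SD, cut at about 40% in these data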;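 note: peak over basal fluorescence ratio in a 140 s read after ATP addition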
GPR7 antagonist = GPR7 receptor antagonists, primary screen, cell-based, fluorescence, single concentration. Neuropeptides B/W receptor type 1 (Homo sapiens), P48145. 290,000 compounds, 1.1% hits. GPR7-expressing cells, fluorescence antagonist assay. inhibition, % at 4.4 µM; in the data active = inhibition above about 16%, passing the limit was not always enough;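 note: cells stimulated with the agonist NPW; 0% = agonist with vehicle and 100% = vehicle without agonist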
Target sequence (P48145 whole entry, looked up): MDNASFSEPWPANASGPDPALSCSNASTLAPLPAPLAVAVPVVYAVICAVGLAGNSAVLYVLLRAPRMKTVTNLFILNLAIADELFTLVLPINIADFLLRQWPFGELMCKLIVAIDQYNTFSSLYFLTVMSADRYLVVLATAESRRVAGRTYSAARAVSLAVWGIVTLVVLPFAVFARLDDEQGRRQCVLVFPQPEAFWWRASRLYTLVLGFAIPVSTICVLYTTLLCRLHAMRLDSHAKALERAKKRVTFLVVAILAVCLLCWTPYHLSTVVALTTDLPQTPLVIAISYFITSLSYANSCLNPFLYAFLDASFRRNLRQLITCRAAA
V1aR counter = agonists of human V1a receptor, primary screen, counter-screen for OXTR agonist project, fluorescence, CHO-V1R cells; Vasopressin V1a receptor (Homo sapiens), P37288; Fluo-8 calcium fluorescence, agonist mode; 0% DMSO, 100% 3 nM vasopressin; activation, % at 3 µM; 320,000 compounds, 0.25% hits;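 active = activation above the mean activation of all tested compounds plus 3 SD, per screening run, cut at about 20% in these data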;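 note: signal is peak over basal fluorescence ratio across a 100 second FLIPR read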
Target sequence (P37288 whole entry, looked up): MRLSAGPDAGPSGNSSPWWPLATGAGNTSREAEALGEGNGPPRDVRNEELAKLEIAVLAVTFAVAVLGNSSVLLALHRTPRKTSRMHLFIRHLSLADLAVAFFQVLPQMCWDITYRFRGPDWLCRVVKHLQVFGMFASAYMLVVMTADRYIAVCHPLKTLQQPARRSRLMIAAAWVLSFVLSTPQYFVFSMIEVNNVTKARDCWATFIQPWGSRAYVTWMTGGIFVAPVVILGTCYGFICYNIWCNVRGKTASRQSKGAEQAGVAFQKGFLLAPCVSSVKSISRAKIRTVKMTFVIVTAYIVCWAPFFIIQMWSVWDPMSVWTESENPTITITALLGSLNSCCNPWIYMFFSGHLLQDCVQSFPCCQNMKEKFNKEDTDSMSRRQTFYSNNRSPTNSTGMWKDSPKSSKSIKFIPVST
CHO parental Ca = ATP-evoked calcium signal inhibitors, parental CHO, primary screen, counter-screen for OX1R antagonist project, cell-based, fluorescence, Fluo-8 calcium dye. inhibition, % at 5.6 µM. parental CHO-K1, ATP-induced calcium, Fluo-8 fluorescence. AID 463079, 2010. 330,000 compounds, 0.63% hits;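 active = inhibition above that plate's mean sample inhibition plus 3 SD, cut at about 26% in these data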;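 note: 0% = ATP-challenged DMSO wells and 100% = DMSO wells without ATP; some compounds past the cut are filed as inactive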
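Test system: untransfected parental CHO cell line. Compound: one dose, 5.6 µM nominal. Detection: intracellular calcium via Fluo-8 no-wash fluorescent dye. Measure: % inhibition. Benchmarks: ATP-challenged DMSO wells low, unchallenged DMSO wells high.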
TAAR1 antagonist = human TAAR1 antagonists, primary screen, Fluo-8 calcium fluorescence, CHO RD-HGA16 cells | Trace amine-associated receptor 1 (Homo sapiens), Q96RJ0 | antagonist | inhibition, % at 3 µM | 360,000 compounds, 1.5% hits | AID 624466, 2012;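 active = inhibition above a per-plate cutoff, the mean inhibition of test compounds on that plate plus 3 SD, cut at about 49% in these data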;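 note: 0% = DMSO plus EC80 beta-PEA response and 100% = DMSO alone without agonist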
Target sequence (Q96RJ0 whole entry, looked up): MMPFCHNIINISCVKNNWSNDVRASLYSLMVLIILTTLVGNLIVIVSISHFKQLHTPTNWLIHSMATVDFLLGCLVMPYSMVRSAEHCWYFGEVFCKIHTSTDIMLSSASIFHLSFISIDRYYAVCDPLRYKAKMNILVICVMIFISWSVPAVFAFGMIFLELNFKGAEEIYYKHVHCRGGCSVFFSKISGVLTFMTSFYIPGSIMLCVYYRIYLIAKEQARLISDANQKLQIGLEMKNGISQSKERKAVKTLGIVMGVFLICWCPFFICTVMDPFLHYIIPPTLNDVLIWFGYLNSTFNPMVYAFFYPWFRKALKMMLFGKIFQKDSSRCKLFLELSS
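Test system – hTAAR1-expressing CHO RD-HGA16 cells, Gα16-coupled · Reagent – β-PEA at EC80 concentration, post-compound challenge · Compound dosing – 3 µM, single point · Timing – 140 s kinetic read after compound, 140 s after agonist · Detection – Fluo-8 intracellular calcium dye fluorescence, real-time kinetic reads · Control set – DMSO and EC80 PEA controls · Repeats – n of 1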
CHO-K1 Ca ag = counter-screen for M1 agonists: effect in parental CHO-K1 cells; 360,000 compounds, 0.48% hits; Fluo-8 calcium fluorescence; scaled to maximal ATP response, vehicle zero; activation, % at 3 µM; in the data active = activation above about 15%;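 note: untransfected CHO-K1 host cells lacking M1 receptor as counterscreen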
Starred values were filed as active, the others as inactive; · = not tested or not shown.

item	SMILES	OXTR potentiator	OXTR ag	CHO-K1 Ca antag	M1 PAM parental	GPR7 antagonist	V1aR counter	CHO parental Ca	TAAR1 antagonist	CHO-K1 Ca ag
1	Cc1ccc(C)c(OCC(O)CN2CCC(CN3C(=O)c4cccc5cccc(c45)C3=O)CC2)c1 (stereo unspecified)	-4	1.9	4	-8	-1	2.3	-21	-11	2.6
2	O=C(NCc1ccc(F)cc1)c1cc(C2CCCCN2C(=O)c2ccc3c(c2)CCO3)on1 (stereo unspecified)	·	·	-1	-7	·	·	·	-2	1.2
3	O=C(C1CC1)N1CCc2cc(Br)cc(S(=O)(=O)NCc3ccco3)c21	-5	0.0	-6	16	10	0.4	-16	20	1.0
4	CC(=O)N/C(=C\c1ccc(Br)s1)C(=O)O	-11	-0.4	12	-9	-3	0.7	12	·	-0.3
5	CN(C)S(=O)(=O)c1ccc(C(=O)N2CCC(c3nc4ccccc4o3)CC2)cc1	-7	1.7	-19	11	-4	2.8	-5	-28	0.1
6	COc1cc(NC(=O)C(=O)Nc2ccc3nc4n(c(=O)c3c2)CCCCC4)cc(OC)c1OC	2	1.3	5	0	6	0.6	-19	-10	0.7
7	Cc1ccc(Cc2c(-c3ccc(C)cc3)nc3ccc(Br)cn23)cc1	·	·	-17	-4	·	·	·	-12	-0.2
8	Cc1c(N(C)S(=O)(=O)c2cccc(C(=O)NCc3cccnc3)c2)c(=O)n(-c2ccccc2)n1C	·	·	-6	1	·	·	·	-9	0.2
9	Cn1c(CC(=O)Nc2ccccc2)nnc1SCC(=O)c1ccccc1	-1	-0.2	0	-8	0	4.5	-27	1	0.0
10	CCOC(=O)N1CCN(C(=O)Nc2ccc3nccnc3c2)CC1	-5	-0.5	-6	17	-2	0.8	-1	5	0.2
11	CCOc1ccc(S(=O)(=O)NCc2cccs2)cc1	-10	-0.2	-40	14	1	0.4	0	-2	2.1
12	O=C(c1cccc(S(=O)(=O)N2CCOCC2)c1)N(CCc1ccccc1)Cc1ccccc1	-7	0.1	-24	18	·	1.6	-23	25	5.3
13	O=C1NCCN1C(=O)N(c1ccccc1)c1ccccc1	-2	-0.8	-19	11	-2	-1.1	-8	0	-0.1
14	CC(=O)N(Cc1cc(=O)[nH]c2ccccc12)c1ccccc1C	-7	-0.2	-7	-2	4	-0.2	-1	-5	0.3
15	Cc1c(NC(=O)Nc2ccc(C(C)(C)C)cc2)c(=O)n(-c2ccccc2)n1C	-7	2.6	-6	11	-5	7.4	-3	8	3.2
16	O=C(Nc1ccc(C(=O)NCCCN2CCN(c3ccc(F)cc3)CC2)cc1)C1=CSCCO1	-15	29*	23	7	36*	26*	17	23	13
17	CCCCCn1c(SC(C)C(C)=O)nc2c1c(=O)[nH]c(=O)n2C (stereo unspecified)	-5	-0.1	6	-10	-12	1.1	-12	-7	0.2
18	O=C(c1ccco1)N1CCN(/C(=N/S(=O)(=O)c2cccs2)c2ccccc2Cl)CC1	-13	0.3	3	6	-14	0.3	-12	-2	0.8
19	O=C(COC(=O)c1ccc(N2CCCC2=O)cc1)c1ccc(OC(F)F)cc1	-12	8.2	-8	10	-9	8.9	5	27	5.1
20	Cc1c(CCOC(=O)c2ccc([N+](=O)[O-])cc2)sc[n+]1CC(=O)c1ccccc1	-3	-0.4	-18	28	-3	-0.7	-18	-18	2.4
21	Cc1ccc(C(C)C)cc1OCCn1cncn1	1	0.1	-7	15	-3	1.2	-10	-11	0.3
22	CCCN(CCC)C(=O)c1ccccc1C(=O)N(CCC)CCC	-1	-1.3	-17	19	-6	-0.9	-21	-2	0.4
23	O=C(NCCN1CCOCC1)c1cccc(S(=O)(=O)Nc2ccc(F)cc2)c1	-3	0.1	-8	8	·	0.3	-21	12	-0.4
24	Cc1noc(/C=C/c2ccc(-c3ccccc3Cl)o2)c1[N+](=O)[O-]	-11	5.5	-3	18	8	4.8	21	·	2.2
25	CC(=O)Oc1ccc2nc(CN3C(=O)c4ccc([N+](=O)[O-])cc4C3=O)oc(=O)c2c1	-13	-0.2	1	-5	2	1.8	-2	-2	-0.1
26	c1cncc(-c2nn3c(Cn4cnc5ccccc54)nnc3s2)c1	-5	-0.4	-13	-1	-2	0.8	-4	9	0.6
27	Cc1ccc(S(=O)(=O)N(C)c2ccc(OCC(=O)Nc3nc4ccccc4s3)cc2)cc1	-17	4.8	17	-5	-3	4.5	15	7	5.5
28	Cn1c(=O)c2c(c3ccccc31)OC(C)(C)CC2	-4	-2.1	1	1	-5	-0.8	-13	-1	-0.3
29	CCN(CC)C(=O)N1CCN(S(=O)(=O)c2ccc(C)c(C)c2)CC1	-14	0.9	-13	18	-3	2.0	-13	-2	2.5
30	CCC(NC(=O)c1ccccc1NC(=O)c1ccco1)C(=O)O (stereo unspecified)	-9	1.1	-8	16	3	-0.2	-2	-13	0.0
31	COC(=O)c1[nH]c2ccc(C)cc2c1NS(=O)(=O)c1ccc(F)c(C)c1	-13	-0.4	-7	13	9	1.0	-6	7	1.0
32	CC(Oc1ccc(C(=O)NC2CCCCC2)cc1)C(=O)O (stereo unspecified)	-3	1.3	-4	4	-14	1.0	-9	-6	-0.1
33	Cc1cccc(NC(=O)C2CCCN(c3ncnc4c3nc3n4CCCCC3)C2)n1 (stereo unspecified)	-6	-1.9	0	13	-9	-0.2	-22	15	2.8
34	CC(NS(=O)(=O)c1ccccc1)C1CC2CCC1C2 (stereo unspecified)	-13	-2.2	-7	5	·	0.6	0	0	3.3
35	COc1ccc(NC(=O)NC2(C(=O)N3CCCC(C)C3)CCCCC2)cc1 (stereo unspecified)	-2	0.2	-16	1	-12	-0.4	-5	-21	0.1
36	CCc1c(O)c(-c2ccccc2)c(=O)n(-c2ccccn2)c1-c1ccccc1	-2	-1.8	-6	12	-12	-0.2	-4	-14	0.9
37	C=C(C)COc1ccc(-c2n[nH]c(C)c2-c2ccc(Br)cc2)c(O)c1	-11	-0.4	0	12	-1	0.1	-15	-12	0.1
38	Cc1ccc(O)c(-c2[nH]ncc2C(=O)c2ccc(Br)cc2)c1	-10	2.4	-3	10	14	4.9	-6	-25	7.0
39	CC(=O)c1cccc(NC(=O)CN(Cc2ccccc2)S(C)(=O)=O)c1	2	2.0	16	-5	-11	1.6	10	5	0.1
40	CC(C)[C@H](NC(=O)c1cccc(S(=O)(=O)N2CCCC2)c1)c1nc2ccccc2[nH]1	-8	-0.7	-8	18	-15	-1.3	-23	10	0.5
41	O=c1c2cnn(-c3ccccc3)c2ncn1Cc1cccnc1	-2	0.8	16	-3	7	1.3	-10	-7	0.2
42	COc1cccc(Nc2nc(C(N)c3ccccc3Cl)cs2)n1 (stereo unspecified)	·	·	-6	18	·	·	·	19	1.7
43	COc1ccccc1NC(=S)NC1CCCCCCCCCCC1	-10	-2.0	-9	22	-4	-0.1	-21	-89	3.8
44	Cc1ccc(N(C(=O)c2ccc(CN3CCOCC3)o2)C(C(=O)NCCC(C)C)c2cccs2)c(C)c1 (stereo unspecified)	-7	-1.6	-3	-11	-11	-1.4	-35	-17	-0.3
45	CCOC(=O)C1CCCN(c2c(NCCc3ccc(C)cc3)c(=O)c2=O)C1 (stereo unspecified)	-10	0.1	-14	21	-10	-0.9	1	-9	1.1
46	COc1cccc(CNC(=O)Cn2c(=O)c3cccn3c3ccccc32)c1	-4	0.2	-8	-8	-2	-0.8	2	-19	1.0
47	O=C(O)c1ccc(-c2noc(-c3ccc(F)cc3)n2)cc1	-5	-0.4	-4	11	·	0.5	-2	8	1.1
48	O=C(c1cn[nH]c1)c1cc(F)ccc1O	-4	1.1	0	15	-12	0.5	-11	-14	0.0

3 compounds from above, sorted by the value under TAAR1 antagonist, low to high:
| nr | SMILES | TAAR1 antagonist |
| --- | --- | --- |
| 20 | Cc1c(CCOC(=O)c2ccc([N+](=O)[O-])cc2)sc[n+]1CC(=O)c1ccccc1 | -18 |
| 13 | O=C1NCCN1C(=O)N(c1ccccc1)c1ccccc1 | 0 |
| 10 | CCOC(=O)N1CCN(C(=O)Nc2ccc3nccnc3c2)CC1 | 5 |

Continued.
item	SMILES	OXTR potentiator	OXTR ag	CHO-K1 Ca antag	M1 PAM parental	GPR7 antagonist	V1aR counter	CHO parental Ca	TAAR1 antagonist	CHO-K1 Ca ag
49	CCN(CC)S(=O)(=O)c1ccc(-n2c(=O)c(C(C)C)c(C)n2C)cc1	-4	0.8	4	11	-6	1.0	-13	13	-0.3
50	O=C1[C@@H]2[C@H](C(=O)N1CC(O)COCc1ccccc1)C1C=C[C@H]2C1 (stereo partly specified)	·	·	-15	2	·	·	·	-5	-0.3
51	COc1ccc([N+](=O)[O-])cc1NC(=O)c1ccc(Br)s1	-15	-1.9	-12	18	-2	-0.7	15	-16	0.4
52	COc1ccc(Cl)cc1C(=O)Nn1c(-c2cccs2)nc2ccccc2c1=O	-2	-0.9	-3	8	-11	0.1	-19	8	0.1
53	COc1ccc(NS(=O)(=O)c2ccc3c(c2)N(C(C)=O)CCO3)c(OC)c1	-5	3.6	8	-2	0	4.8	-11	-7	1.6
54	COC(=O)c1c(NC(=O)CSc2nc(-c3ccco3)cc(C(F)(F)F)n2)sc2c1CCCC2	2	1.4	-2	15	0	0.6	4	-14	-0.5
55	CC(C)(C)NC(=O)C1CCN(S(=O)(=O)c2cccc3nsnc23)CC1	-2	1.4	-13	25	-16	0.9	0	-18	0.0
56	COc1ccc2nc(NC(=O)CSC3=NCCS3)sc2c1	-4	-1.3	-10	6	2	3.2	-10	15	0.4
57	O=C(Nc1ncc(Cc2cccc([N+](=O)[O-])c2)s1)c1ccco1	-7	1.1	-8	-14	9	-0.1	-19	11	1.2
58	CCN1CCN(S(=O)(=O)c2ccc(C(=O)Nc3sc4c(c3C(N)=O)CCN(CC)C4)cc2)CC1	1	-0.2	-4	11	-12	1.5	-5	-10	1.0
59	Cc1ccc(OCC(=O)NCCCNC(=O)c2cnccn2)cc1C	-5	1.2	-19	9	-2	0.0	-4	-9	2.3
60	Cc1ccc(CS(=O)Cc2ccc(C(=O)N3CCN(c4ccccn4)CC3)o2)cc1 (stereo unspecified)	-12	3.5	-7	-4	-2	3.9	-17	11	6.2
